# GSIS activator – GLuc luminescence reporter in INS-1E cells, primary screen for activators of glucose-dependent secretion of insulin | 370,000 compounds, 0.61% hits | activation, % at 16.6 µM | INS-1E GLuc reporter insulin secretion, 2-3 h | AID 743287, 2014;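 active = lowest replicate activation of at least 40%, so every replicate reaches that level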;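 also: 0% = median of neutral control wells and 100% = median of IBMX positive control wells; some compounds called inactive have numbers as strong as hits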
# PAX8 reporter – inhibitors of PAX8-driven TPO luciferase reporter, primary screen, RMG-I cells, single concentration | inhibition, % at 12.6 µM | SteadyGlo, 24 h | 360,000 compounds, 1.2% hits;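 active = mean replicate inhibition at least 60% with every replicate also reaching 60%; inconclusive = only one of the two criteria is met; inactive = mean below 60% and not all replicates reaching 60%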;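 also: luciferase light reporting Pax8 driven TPO promoter activity; plate controls were median of neutral control wells for no effect and mitoxantrone controls for full effect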
# ERp5 block – inhibitors of ERp5-driven insulin aggregation, primary screen, biochemical, turbidity, absorbance 650 nm, single point | 90 min | Protein disulfide-isomerase A6 (Homo sapiens), Q15084 | inhibition, % at 9.99 µM | 350,000 compounds, 0.05% hits;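 active = mean replicate inhibition above about 25%, with every replicate also reaching it, limit read from the data, passing the limit was not always enough; inconclusive = only one of those two criteria met; inactive = neither criterion met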
# Target sequence (Q15084 whole entry, looked up): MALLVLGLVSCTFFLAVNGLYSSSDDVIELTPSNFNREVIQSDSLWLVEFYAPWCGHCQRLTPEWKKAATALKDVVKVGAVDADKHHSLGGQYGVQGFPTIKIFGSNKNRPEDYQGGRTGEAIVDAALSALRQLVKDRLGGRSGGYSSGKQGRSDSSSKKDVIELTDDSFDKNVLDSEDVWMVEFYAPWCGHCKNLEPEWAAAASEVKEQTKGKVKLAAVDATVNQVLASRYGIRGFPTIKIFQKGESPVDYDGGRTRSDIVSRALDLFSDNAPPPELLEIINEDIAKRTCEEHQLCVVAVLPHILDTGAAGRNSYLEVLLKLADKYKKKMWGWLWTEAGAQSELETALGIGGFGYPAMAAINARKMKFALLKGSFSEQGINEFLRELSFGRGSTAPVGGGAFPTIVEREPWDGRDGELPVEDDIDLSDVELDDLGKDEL
# ARNT TACC3 PPI – disruptors of ARNT/TACC3 protein interaction, primary screen, biochemical, AlphaScreen, single concentration | 390,000 compounds, 0.66% hits | inhibition, % at 9.99 µM | Transforming acidic coiled-coil-containing protein 3 (Homo sapiens), Q9Y6A5 | AlphaScreen His-ARNT PAS-B/GST-TACC3 binding, luminescence; TACC3 fragment carries E629A point mutation;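 active = mean inhibition of replicates at least 50% and at least half of replicates each reaching 50%; inconclusive = half or more replicates reach 50% but mean below 50%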;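 also: 0% = complete ARNT plus TACC3 wells and 100% = ARNT alone without TACC3; many hits fall short of the cut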
# DENV2 CPE rescue – inhibitors of DENV2 cytopathic effect, primary screen, cell-based, plate reader, single concentration. DENV2-infected cells, cytopathic effect rescue. CPE inhibition, % at 9.99 µM. AID 651640, 2012. 350,000 compounds, 1.7% hits; in the data active = CPE inhibition above about 20%, passing the limit was not always enough; inconclusive = no clear call, values can overlap the other calls; tested in BHK-21 cells;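 also: 0% = median of neutral control wells and 100% = median of positive control wells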
# CFTR F508del cor – F508del CFTR correction, initial screen, CFBE line, single point. CFBE cells, YFP halide quenching; stimulated with forskolin plus potentiator P3; % fluorescence drop versus neutral controls. activity (quench increase), % at 7.58 µM. 350,000 compounds, 0.36% hits. AID 720511, 2013;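 active = mean added fluorescence quench of at least 8% versus neutral control, with both replicates also reaching 8%; inconclusive = only one of the mean or replicate conditions met; inactive = mean below 8% and not both replicates reaching 8%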;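 also: cells transiently co-express mutant CFTR-F508del with the halide-sensitive YFP; corrector assay measuring rescue of mutant channel to the surface after 24 h compound exposure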
# XiGFP reactiv – activators of inactive X chromosome reactivation, primary screen, imaging, XiGFP fibroblasts, GFP high-content imaging, set 2; XiGFP mouse fibroblasts, % GFP-positive cells imaging, 3 d; cells co-treated with 5-aza-dC sensitizer; scaled so ellipticine positive control = 100%; activation, % at 7.58 µM; 360,000 compounds, 0.055% hits; AID 743238, 2013;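 active = mean normalized replicate activation at least 10% and every replicate at or above 10%; inconclusive = only one of the two criteria met; inactive = mean below 10% and not all replicates reach 10%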;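 also: 0% = median of on-plate neutral control wells and 100% = ellipticine 6 µM median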
#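 System: SV40-immortalized XiGFP fibroblast cells, line 68-5-11 / Incubation: 3-day compound exposure, then 15 min fixation at room temperature / Compound: single concentration per compound, delivered by pin transfer / Buffer or medium: DMEM plus 5-aza-dC sensitizer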
# EWS-Fli inh – EWS/Fli-driven NR0B1 reporter inhibitors, primary screen, A673 cells, NR0B1 luciferase, luminescence, MLPCN library; viability-normalised; inhibition, % at 12.6 µM; 350,000 compounds, 0.67% hits; AID 651661, 2012;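 active = mean inhibition of at least 50% after viability correction, with every replicate also passing that limit; inconclusive = mean reaches 50% but only one of two replicates passes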;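 also: firefly luciferase signal divided by Alamar Blue viability fluorescence both relative to DMSO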
# An asterisk follows results filed as active; ? = inconclusive; / = not tested or not shown; & = joins results of further samples; ! = repeats disagree.
SMILES,GSIS activator,PAX8 reporter,ERp5 block,ARNT TACC3 PPI,DENV2 CPE rescue,CFTR F508del cor,XiGFP reactiv,EWS-Fli inh
O=C(CCCn1cc([N+](=O)[O-])cn1)Nc1cccnc1,6,-30,-1,-2,-2,-0.5,-0.2,-2
CC1(C(=O)NS(=O)(=O)C2CC2)CCN(C(=O)c2cc(F)cc(F)c2)C1 (stereo not drawn),0,-1,6,/,-4,-3.0,0.1,-12
O=C(C[C@H]1C/C=C\CCCCC(=O)OC[C@H]2CCCN2C1=O)N[C@H](CO)Cc1ccccc1,-11,-12,0,-14,-4,-2.5,2.4,-4
O=C(c1ccco1)c1nnn(Cc2ccccc2)c1-c1ccccc1,-6,/,6,13,5,2.1,/,-3
C#CCOCCOCCOCCNc1nc(N2CCOCC2)nc(N2CCN(C(=O)[C@H](CO)n3cc([C@@H](N)C(C)C)nn3)CC2)n1,2,-5,0,-6,-7,0.8,0.0,-2
CO[C@H]1CN(C)C(=O)c2ccc(NS(=O)(=O)c3ccccc3)cc2OC[C@@H](C)N(Cc2ccccn2)C[C@H]1C,3,-29,-6,3,7,0.6,0.2,-2
Cn1c(/N=C(\N)c2ccccc2)nc2ccccc21,0,-112,10,/,9,-0.3,0.1,-105
COc1ccccc1NC(=O)N[C@H]1CC[C@@H](CCn2cc(-c3ccccc3OC)nn2)O[C@@H]1CO,-13,-6,1,-34,-2,-2.8,2.1,42
O=C(CNCCc1ccc(Cl)cc1Cl)NCc1ccco1,14,13,-5,0,-1,-1.1,0.1,10
CC(C)COC(=O)c1ccc(N2C(=O)c3ccccc3C2=O)cc1,-1,0,1,-1,-3,-2.0,0.0,-1
CNC[C@H]1Oc2ccc(NC(=O)C3CCCCC3)cc2CC(=O)N([C@H](C)CO)C[C@@H]1C,4&0,-13,3&2,-4,90*!,-1.4&-2.2,0.0&0.1,-6&-2
Cc1noc(C)c1S(=O)(=O)Nc1ccc2c(c1)C(=O)N([C@@H](C)CO)C[C@H](C)[C@H](CN(C)C(=O)Nc1ccc(F)cc1)OCCCC[C@H](C)O2,-20,4,-2,5,-1,0.3,0.1,-11
CC(=O)c1cc(CN2CCN(C3CCCCC3)C(CCO)C2)cs1 (stereo not drawn),-11,6,-5,-2,9,3.6,0.3,20
CCO[C@H]1OC(C(=O)N2CCN(C)CC2)=C[C@@H](c2ccc3c(c2)OCO3)[C@@H]1CCCO,-2,-11,-4,4,0,0.9,0.0,-8
O=C(Nc1ccccc1[N+](=O)[O-])C1COc2ccccc2O1 (stereo not drawn),/,-137,3,16,-6,3.0,0.0,-12
COc1ccc(Cl)cc1NC(=O)CSc1sc2c(O)cc(=O)[nH]c2c1C#N,18,2,2,5,1,-0.2,0.0,3
COc1cccc(C2=CC(=O)C[C@H](c3ccc(Cl)cc3)C2)c1OC,-8,7,-1,20,5,-1.2,0.0,6
Cc1ccc(C(=O)NNC(=O)CSc2nnc(CNc3ccc(F)cc3)n2C)cc1,-7,-6,1,/,17,-1.4,0.0,-1
O=S1OCCN1c1ccccc1 (stereo not drawn),0,-47,2,/,7,-3.0,0.0,-9
Cc1cc(C)n(CCCNC(=O)C2CC(=O)N(Cc3ccccc3)C2)n1 (stereo not drawn),20,-1,2,-5,2,2.4,1.4,3
O=C(c1ccc(C(F)(F)F)cc1)C1CCCN(C(=O)CCN2CCCO2)C1 (stereo not drawn),-3,-14,-5,/,9,-0.5,0.5,4
COc1ccc(S(=O)(=O)N2CC(C)N(C(=O)N(C)C)C2C)cc1 (stereo not drawn),7,-7,-1,2,4,-4.1,-0.1,4
O=C(O)C12CC3CC(C1)CC(n1ncc(NCc4ccccc4)c(Cl)c1=O)(C3)C2,7,13,-6,-8,-2,-0.7,-0.1,9
O=S(=O)(NCCc1ccccc1)c1ccc(Br)cc1,-36,16,5,1,-1,-2.8,0.3,8
CC(C)(C)C(=O)N1c2ccccc2CCc2ccccc21,-7,19,-4,-25,4,-0.2,0.3,12
Cc1ccc(C(=O)Nc2ccc(N3CCN(C)CC3)cc2)c(Cl)c1,-1,-44,-1,-3,11,3.5,0.0,-109
O=C(Nc1ccc(F)cc1)N[C@H]1C=C[C@H](CC(=O)N2CCOCC2)O[C@@H]1CO,2,2,-1,-13,11,-0.6,-0.1,10
O=C(Cc1ccc(NC(=O)C2CCN(C(=O)C3CC3)CC2)cc1)Nc1ccc(C(=O)N2CCOCC2)cc1,8,8,1,1,-5,-2.7,-0.1,-10
C[C@@H]1CCCCO[C@@H](CN(C)Cc2ccncc2)[C@@H](C)CN([C@H](C)CO)C(=O)c2cc(NC(=O)Nc3ccc(C(F)(F)F)cc3)ccc2O1,-4,-34,-1,-9,-1,-3.2,0.1,-16
O=C(Nc1ccccc1F)c1cc2c(s1)-c1ccccc1S(=O)(=O)C2,19,6,3,1,4,2.3,-0.2,-17
COc1ccc(N2CCN(CCCNC(=O)C3CCN(S(=O)(=O)N4CCOCC4)CC3)CC2)cc1,1,2,-4,-11,-1,-1.8,0.1,4
CC(=O)N(C)C[C@H]1Oc2ncc(C#CC3(O)CCCC3)cc2C(=O)N([C@@H](C)CO)C[C@H]1C,26,/,-4,-8,-4,-1.3,-0.1,-5
CCCCC[C@@H]1C=C(C(=O)O)[C@H](c2ccc(CC)cc2)N1S(=O)(=O)c1ccc(C)cc1,1,27,-2,-3,?,-3.8,-0.1,8
O=C1N2c3ccccc3CCc3cccc(c32)C1(O)C(F)(F)F (stereo not drawn),-12,/,-3,2,-8,0.9,/,4
COC(=O)Cc1nnn2c1[C@H](C)[C@H](c1ccccc1Br)OCC2,/,7,-3,/,?,1.2,-0.1,-6
Cc1noc(C)c1NC(=O)N(C)C[C@H]1Oc2ccc(NC(=O)Nc3ccc(C(F)(F)F)cc3)cc2C(=O)N([C@H](C)CO)C[C@H]1C,-13,-1,-7,4,-1,-1.1,0.0,-2
COc1ccc(C(=O)CSc2nc(=O)n3ccc(C)cc3n2)cc1,20,-48,-1,/,12,-0.2,0.0,-24
COc1ccc(C2=NS(=O)(=O)N(C)C(C(=O)N(C)Cc3ccccc3)=C2)cc1OC,12,12,-4,3,2,1.4,0.2,-56
COc1ccc(NC(=O)c2cc3ccccc3cc2O)cc1,-12,-54,2,0,46*,-0.7,0.0,-92
O=S(=O)(NN1CCOCC1)c1ccc(Br)cc1,1,1,2,1,-4,0.6,-0.1,/
C[C@@H]1CN([C@H](C)CO)C(=O)c2cccc(NC(=O)C3CC3)c2O[C@@H]1CN(C)C(=O)Nc1cccc2ccccc12,1,14,-3,17,4,-2.6,0.2,1
O=C(CN1CCN(S(=O)(=O)c2ccc(F)cc2)CC1)Nc1ccc(F)cc1F,-14,-17,1,10,0,-0.8,0.0,/
CCC(=O)N1CCC2(CC1)CN(C(=O)NC1CCCC1)[C@H](CO)c1c2c2ccc(OC)cc2n1C,-19,/,/,/,-13,0.3,0.2,14
CC(C)NC(=O)N(C)C[C@H]1OCCCC[C@H](C)Oc2ccc(NC(=O)CCCN(C)C)cc2C(=O)N([C@H](C)CO)C[C@@H]1C,6,2,8,-4,0,1.7,-0.1,/
O=C(CCCN1C(=O)c2cccc3cccc(c23)C1=O)N1CCN(c2ccccn2)CC1,-19,-4,/,-16,/,/,0.0,-7
O=C1C(=O)N(CCCN2CCOCC2)C(c2ccc(F)cc2)/C1=C(/O)c1ccccc1 (stereo not drawn),4,-30,9,11,-2,-2.0,0.0,3
C[C@H](CO)N1C[C@H](C)[C@H](CN(C)Cc2ccncc2)Oc2ccc(NC(=O)Cc3ccccc3)cc2CC1=O,19,-9,5,-11,0,1.2,0.2,-3
O=C(Nc1ccccc1)c1cc(S(=O)(=O)NCc2ccncc2)ccc1Cl,-20,16,1,-83,-4,-1.1,0.1,11
O=C(CNC(=S)N(CCCN1CCOCC1)Cc1cccs1)NC1CCCCCCC1,-18,9,/,9,/,/,0.1,/
COc1ccc(S(=O)(=O)NC2(C(F)(F)F)N=C(c3ccccc3)NC2=O)cc1 (stereo not drawn),4,9,4,/,/,1.9,0.2,13
Cc1ccc(NC(=O)c2ccc(S(=O)(=O)N3CCOCC3)cc2)c(C)c1,-1,-30,-2,-4,-3,3.2,0.0,4
COc1ccc(C2=NS(=O)(=O)N(C)C(C(=O)Nc3ccc(OC)c(OC)c3)=C2)cc1,-19,8,-4,13,-4,1.8,-0.3,2
CO[C@H]1CN(C)C(=O)c2cc(NS(=O)(=O)c3cn(C)cn3)ccc2OC[C@@H](C)N(C)C[C@H]1C,0,-6,/,-13,/,3.3,-0.4,1
C[C@@H](NC(=O)C[C@H]1CC[C@H](NC(=O)C2CC2)[C@H](CO)O1)c1ccccc1,15,-7,-2,1,-6,-0.3,-0.6,1
COc1cc(C(=O)NC(=S)N(CCc2ccccc2)CCc2ccccc2)cc(OC)c1OC,-4,75*,/,-3,/,/,0.6,/
CC1CCCC(C)N1NC(=O)c1ccc(Cl)c(S(N)(=O)=O)c1 (stereo not drawn),1,7,5,-1&7,4,5.2,0.1,0
COc1ccccc1NC(=O)c1cc(C)oc1C,-4,-28,-2,-5,3,-3.4,0.0,-13
C[C@@H]1CN([C@H](C)CO)C(=O)Cc2cc(NC(=O)Cc3cn(C)c4ccccc34)ccc2O[C@@H]1CN(C)S(=O)(=O)c1cccs1,3,11,0,-27,-1,-0.3,-0.6,1
O=C(NC1CCCCCC1)c1cccc(S(=O)(=O)N2CCOCC2)c1,4,/,1,/,7,1.4,-0.2,-5
C[C@@H]1CN([C@H](C)CO)C(=O)c2cc(NC(=O)Nc3ccc4c(c3)OCO4)ccc2O[C@H]1CN(C)Cc1ccc(C(F)(F)F)cc1,-9,/,1,4,-5,-1.7,0.0,6
# Continuation:
SMILES,GSIS activator,PAX8 reporter,ERp5 block,ARNT TACC3 PPI,DENV2 CPE rescue,CFTR F508del cor,XiGFP reactiv,EWS-Fli inh
O=C(NCC(=O)N1CCN(c2ccc([N+](=O)[O-])cc2)CC1)c1ccco1,/,0,-5,-2,0,-0.2,0.3,-4
CC1(C(=O)NCc2ccccc2)CN(S(C)(=O)=O)CC(=O)N1Cc1cccc(F)c1 (stereo not drawn),9,-27,-2,/,-6,-0.8,0.1,-10
O=C(CN1CCOCC1)N[C@H]1CC[C@@H](CCNC(=O)C2CCCC2)O[C@H]1CO,13,-30,-2,2,10,0.3,0.0,-1
Cc1ccc(NC(=O)C2CCCN2C(=O)Oc2ccccc2)c(C)c1 (stereo not drawn),-2,5,5,-8,-3,-0.7,0.2,5

# Screening data as filed in PubChem BioAssay.
